DAGLB inh: DAGLB lipase inhibitors, primary screen, biochemical, fluorescence, HTS; Diacylglycerol lipase-beta (Homo sapiens), Q8NCG7; HEK293T DAGLB membrane lysate, EnzChek fluorogenic substrate; inhibition, % at 5.17 µM; hit rate 0.059% among 340,000; in the data active = inhibition above about 34%;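 note: 0% = enzyme with vehicle and 100% = wells lacking enzyme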
Target sequence (Q8NCG7 whole entry, looked up): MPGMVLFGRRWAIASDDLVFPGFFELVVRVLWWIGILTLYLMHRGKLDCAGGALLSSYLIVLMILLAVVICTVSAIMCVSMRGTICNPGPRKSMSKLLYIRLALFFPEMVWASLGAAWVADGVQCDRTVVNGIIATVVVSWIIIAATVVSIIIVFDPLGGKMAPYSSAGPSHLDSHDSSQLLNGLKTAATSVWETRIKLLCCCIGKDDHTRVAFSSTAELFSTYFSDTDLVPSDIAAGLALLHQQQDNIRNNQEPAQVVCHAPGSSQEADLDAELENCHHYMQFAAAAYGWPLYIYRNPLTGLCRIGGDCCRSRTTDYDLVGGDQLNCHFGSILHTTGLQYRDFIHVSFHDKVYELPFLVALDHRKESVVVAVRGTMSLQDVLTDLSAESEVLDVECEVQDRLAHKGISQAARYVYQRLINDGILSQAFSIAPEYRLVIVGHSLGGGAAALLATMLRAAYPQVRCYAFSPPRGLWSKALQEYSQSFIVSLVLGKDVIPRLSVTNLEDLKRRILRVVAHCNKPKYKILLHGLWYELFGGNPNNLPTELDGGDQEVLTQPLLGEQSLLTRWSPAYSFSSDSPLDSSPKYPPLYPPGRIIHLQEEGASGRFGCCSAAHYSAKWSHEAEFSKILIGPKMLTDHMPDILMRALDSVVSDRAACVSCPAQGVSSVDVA
PKA-R2B activ: activators of PKA-R2B holoenzyme, primary screen, biochemical, fluorescence polarization, Cy5-IP20, human. cAMP-dependent protein kinase catalytic subunit beta (Homo sapiens) + cAMP-dependent …. PKA-R2B holoenzyme dissociation; R2B truncated from residue 108, S112A mutant; 0% DMSO only, 100% 113 µM cGMP. activation, % at 11.4 µM. hit rate 0.079% among 340,000. AID 504700, 2011;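 active = activation above a cutoff set at the mean over all compounds plus 3 SD, cut at about 18% in these data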;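 note: higher means more holoenzyme dissociation and a rise in polarization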
Target sequence (P31323 whole entry, looked up, other chains not shown, the tested form may be a part): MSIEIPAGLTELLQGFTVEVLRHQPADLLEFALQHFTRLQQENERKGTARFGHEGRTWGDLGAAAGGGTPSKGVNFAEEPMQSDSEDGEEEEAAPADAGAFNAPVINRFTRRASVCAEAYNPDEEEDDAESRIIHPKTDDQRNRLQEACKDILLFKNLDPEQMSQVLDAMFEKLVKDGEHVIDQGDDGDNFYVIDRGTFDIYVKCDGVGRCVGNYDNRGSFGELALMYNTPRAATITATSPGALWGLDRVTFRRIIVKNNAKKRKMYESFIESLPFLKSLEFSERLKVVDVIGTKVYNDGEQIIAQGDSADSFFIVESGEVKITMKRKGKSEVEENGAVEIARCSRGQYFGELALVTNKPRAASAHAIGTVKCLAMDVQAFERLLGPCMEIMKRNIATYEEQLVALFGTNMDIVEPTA
LANA DNA inh: inhibitors of KSHV C-LANA binding to DNA, primary screen, biochemical, fluorescence polarization, FAM-LBS DNA, MBP-C-LANA, single point; Kaposi's sarcoma herpesvirus LANA C-terminal domain (residues 932-1162) DNA binding; inhibition, % at 9 µM; hit rate 0.078% among 340,000; AID 504423, 2011;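 active = highest replicate inhibition at or above 60% at 9 µM, even if other replicates fall short; inactive = all replicates below 60% inhibition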;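 note: 0% = neutral control wells and 100% = 4 µM acridine orange control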
Keap1 Nrf2 FP: Keap1-Nrf2 protein-protein interaction inhibitors, primary screen, biochemical, fluorescence polarization, single point | Kelch-like ECH-associated protein 1 (Homo sapiens), Q14145 | Keap1 Kelch-Nrf2 peptide fluorescence polarization, 1536-well | inhibition, % at 9.4 µM | hit rate 0.15% among 340,000 | AID 504523, 2011; in the data active = inhibition above about 12%;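 note: human Keap1 Kelch domain with fluorescein labeled Nrf2 9mer peptide probe; 0% = neutral control wells and 100% = peptide positive control; higher means more block of Keap1 binding to Nrf2 peptide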
Cardiac RTF inh: cardiac RTF calcium sensitivity inhibitors, primary screen, biochemical, IANBD-TnC fluorescence, EC70 calcium; Troponin I, cardiac muscle (Homo sapiens) + Troponin T, cardiac muscle (Homo sapiens) + …; IANBD-labeled cardiac RTF, Ca2+ fluorescence; hit rate 0.12% among 340,000; AID 493244, 2011; inhibition, % at 7.15 µM;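 active = inhibition above the mean inhibition of all tested compounds plus 3 SD, cut at about 17% in these data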;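 note: assay run at fixed EC70 calcium of 1.6 mM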
PvdQ inh: P. aeruginosa PvdQ acylase inhibitors, primary screen, biochemical, fluorescence, plate reader and imaging, single point. purified PvdQ acylase. PvdQ acylase [Pseudomonas aeruginosa LESB58]. hit rate 0.063% among 340,000. inhibition, % at 10 µM; in the data active = inhibition above about 30%, passing the limit was not always enough;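 note: 0% = vehicle neutral wells and 100% = reference inhibitor wells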
SR-BI DiI-HDL act: activators of SR-BI mediated DiI-HDL uptake, primary screen, ldlA[mSR-BI] CHO cells, DiI fluorescence; activation, % at 12.5 µM; hit rate 0.096% among 320,000; 3 h; 100 = double the neutral-control signal; AID 504775, 2011;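 active = mean replicate activation of at least 60% and every replicate at or above 60%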;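 note: 0% = median plate neutral-control signal and 100% = twice that signal; values of inactives mirror those of a sister screen read the other way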
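Assay system: LDL receptor-deficient CHO ldlA cells overexpressing murine SR-BI / Medium: BSA-supplemented, HEPES-buffered Ham's F12, pH 7.4 / Probe or stimulus: DiI-labelled HDL at 10 µg/mL final / Timing: compound with DiI-HDL co-incubation, 3 h at 37 °C / Technique: bottom-read cell fluorescence after medium removal, ex 550/em 595 nm / Measure: HDL uptake via cellular fluorescence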
SR-BI HDL uptake: inhibitors of SR-BI mediated HDL lipid uptake, primary screen, ldlA[mSR-BI] cells, fluorescence, single point | ldlA[mSR-BI] CHO cells, DiI-HDL uptake fluorescence, 3 h | inhibition, % at 12.5 µM | Scavenger receptor class B member 1 (Mus musculus), Q61009 | hit rate 0.96% among 320,000 | AID 488896, 2010;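 active = mean replicate inhibition of at least 70% and a set share of replicates each scoring 70 or more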;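 note: 0% = median of neutral control wells and 100% = median of positive control wells; values of inactives mirror those of a sister screen read the other way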
NSD2 HMT inh: NSD2 histone methyltransferase inhibitors, primary screen, biochemical, AlphaScreen, single concentration, set 2; Histone-lysine N-methyltransferase NSD2 (Homo sapiens), O96028; NSD2 peptide methylation, 120 min; AID 743445, 2014; inhibition, % at 12.5 µM; hit rate 0.54% among 310,000; in the data active = inhibition above about 50%
Arr AP2 block: inhibitors of beta-arrestin/AP2 binding, primary screen, biochemical, GPCR trafficking, flow cytometry. hit rate 0.31% among 340,000. FITC-arrestin peptide / GST-AP2 beads; AP2 beta2 appendage carries R879A mutation. inhibition, % at 10 µM. AID 504490, 2011;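 active = inhibition above a set limit, near 3 SD of compounds lacking own fluorescence, cut at about 54% in these data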;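 note: plate controls were DMSO wells for no effect and 5 µM unlabelled arrestin peptide for full effect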
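system = GST-tagged AP2 beta2-adaptin appendage (R879A) on 4 µm glutathione beads | reagent = FITC-labelled arrestin peptide probe, 50 nM final | schedule = compound with beads 12 min RT, then probe 1 h RT | signal = HyperCyt-sampled flow cytometry, FL1 channel, ex 488/em 535 nm | read-out = percent response from loss of bead-bound FITC fluorescence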
Active calls of the source: *; . = no result given. An unsorted share of the library; 2.1% or so of the library scored in one or more.

DAGLB inh	PKA-R2B activ	LANA DNA inh	Keap1 Nrf2 FP	Cardiac RTF inh	PvdQ inh	SR-BI DiI-HDL act	SR-BI HDL uptake	NSD2 HMT inh	Arr AP2 block	SMILES
0.6	-2.4	0.0	-1.1	-2.8	-10.8	19.4	-19.4	10.5	6.7	Cc1nnc(NC(=O)c2cc(-c3ccncc3)nc3c(C)cccc23)s1
0.3	-2.0	1.8	-2.9	-3.2	-16.7	-8.3	8.3	2.0	-6.0	COC(=O)c1ccc(NC(=O)CSc2nc3ccccc3c(=O)[nH]2)cc1
1.7	2.4	-0.5	-3.2	-13.7	-9.2	-1.6	1.6	47.6	2.9	CCN1C(=O)CSC1=Nc1cccc(C(=O)O)c1
0.1	11.0	-0.4	3.3	-1.5	9.6	-0.7	0.7	-2.1	-12.7	CC(=O)N1CCOc2ccc(S(=O)(=O)N3CCC(C)CC3)cc21
-0.9	-12.6	-2.1	-10.5	2.7	-14.8	3.1	-3.1	24.9	-9.4	COc1cc2c(cc1OC)CN(C(=O)CCOc1ccccc1)CC2
-1.8	0.0	5.7	3.2	-8.4	18.9	-2.2	2.2	-6.8	20.9	N#Cc1ccc(C(=O)NC2=NCCS2)cc1
-5.1	7.2	-1.0	3.9	-4.0	-11.4	-86.6	86.6*	-1.1	-1.6	O=C(Nc1ccc(N2CCCC2)c(Cl)c1)c1cccc(-c2cc3ccccc3oc2=O)c1
2.5	0.9	-0.3	-2.9	-4.1	-15.9	17.8	-17.8	.	-2.8	Cc1cc(C)c(S(=O)(=O)NCc2nc3nc(C)cc(C)n3n2)c(C)c1
1.0	-8.6	.	.	-4.4	-10.7	-1.3	1.3	-2.9	4.1	CC(=O)c1cccc(OC(=O)c2ccc3c(=O)n4c(nc3c2)CCC4)c1
0.3	-6.0	1.2	-2.6	-2.0	-9.3	.	.	3.5	-16.7	O=C(Nc1ccccc1)/C(=C/c1ccc(O)cc1)NC(=O)c1ccco1
-3.2	1.1	-1.5	-0.5	5.6	-10.9	17.7	-17.7	-0.7	1.3	COC(=O)c1oc2ccccc2c1NC(=O)CN1CCCC1
3.5	-12.4	0.6	4.6	0.1	0.5	1.7	-1.7	-7.0	26.7	COC(=O)C1CCN(C(=O)C2CCCCC2)CC1
-1.8	-6.8	-0.6	2.5	-6.2	8.8	-8.7	8.6	-0.9	38.1	CCOC(=O)NC(=O)/C(C#N)=C\NNc1ncc(C(F)(F)F)cc1Cl
-0.6	7.8	0.5	-3.1	-11.3	-13.8	11.4	-11.4	0.9	6.0	Cc1ccc(-n2c(SCC(=O)N3CCOCC3)nc(O)c(Cc3ccccc3)c2=O)cc1
-1.5	-7.2	-0.1	2.0	7.7	-5.0	27.3	-27.3	-0.2	-1.4	Cc1nc2ccccc2c(=O)n1NC(=O)c1cc(Br)ccc1Cl
0.7	-2.6	0.7	0.8	-6.0	8.1	-7.7	7.7	.	0.0	O=c1oc2ccccc2cc1C1=Nn2c(nnc2-c2cccnc2)SC1
-1.9	-1.1	0.1	-1.6	-12.0	-1.7	10.2	-10.2	-0.8	25.8	CCC(C)(C(=O)NC1CCCCC1)N(Cc1ccco1)C(=O)Cc1cccs1 (configuration not stated)
0.1	-3.9	-0.4	-0.5	0.8	12.9	8.8	-8.8	-2.8	4.9	O=C(CSc1ncccn1)N/N=C/c1cccs1
1.9	3.9	-0.5	0.0	0.1	-8.2	11.7	-11.7	1.7	8.4	Cc1cc(C)cc(N=Cc2ccc([N+](=O)[O-])s2)c1
0.8	-11.5	-1.9	0.6	-4.7	4.9	-35.2	35.2	7.7	21.6	COc1ccc(NC(=S)N2CCC(NC(=O)c3ccc(OC)cc3)CC2)cc1
-0.8	-8.5	-0.3	0.0	12.2	0.9	10.3	-10.3	.	21.7	COc1ccc(NC(=O)N(C)C[C@H]2Oc3ccc(NS(=O)(=O)c4ccc(F)cc4)cc3C(=O)N([C@H](C)CO)C[C@@H]2C)cc1
-0.1	-2.9	1.2	-0.9	-2.1	-13.5	-29.9	29.9	.	2.0	CCC(=O)NCCNc1nc2cc(C)c(C)cc2cc1C#N
-6.8	-11.7	-0.6	1.3	2.0	16.9	12.6	-12.6	-1.0	30.1	CCN=C(NCC)SC1CC(=O)N(c2ccccc2)C1=O (configuration not stated)
1.6	-13.2	0.0	3.1	-8.6	-8.7	-20.3	20.3	0.7	7.4	O=C(CC1SCCNC1=O)Nc1cc(Cl)cc(Cl)c1 (configuration not stated)
0.2	2.5	-1.3	1.3	1.4	11.8	-6.4	6.4	-3.7	31.6	Cc1ccc(CNC(=O)c2c(-c3ccccc3Cl)noc2C)cc1
1.9	-3.4	0.2	-0.3	-5.5	-24.5	5.7	-5.7	-0.2	-6.5	CC1CCCN(C(=O)c2cccc(S(=O)(=O)N3CCCC3)c2)C1 (configuration not stated)
-1.7	-5.6	1.4	-2.2	-12.1	13.8	49.4	-49.4	0.4	29.5	COc1ccc(OCc2csc(N)n2)cc1
-1.2	-3.5	-1.7	3.1	-4.5	1.3	-36.1	36.1	.	5.2	CCOC(=O)c1c(C)[nH]c(C(=O)CSc2nnc(-c3ccncc3)n2CC)c1C
0.7	-3.3	0.0	-0.4	-2.4	-13.5	-36.2	36.2	5.7	-15.0	N#Cc1cc(Oc2ccc(Cl)cc2)c(N2CCOCC2)cc1C#N
0.6	-6.8	1.7	2.0	5.7	-5.7	9.3	-9.3	-6.2	6.1	COc1cccc(CN(C(=O)c2ccco2)C(C(=O)NC2CCCC2)c2cccnc2)c1 (configuration not stated)
-6.8	-2.2	-0.5	1.1	-2.6	-6.6	13.5	-13.5	-2.6	1.0	CCOc1ccccc1NC(=O)COC(=O)C(CC(C)C)N1C(=O)C2CC=CCC2C1=O (configuration not stated)
-7.9	-13.6	-0.3	0.0	1.6	3.9	14.1	-14.1	6.6	14.1	Oc1c(Br)cccc1/C=N/Nc1c(F)c(F)c(F)c(F)c1F
-6.7	2.9	-0.8	-3.1	-6.7	-15.0	-46.5	46.5	3.1	-3.8	CC1(C)Cc2cccc(OCC(O)CN3CCN(c4ccccn4)CC3)c2O1 (configuration not stated)
-2.5	1.3	2.4	3.5	-4.5	9.0	17.4	-17.4	-2.8	14.4	S=C(NC1CCCC1)NC1CC1
-1.1	-8.8	2.3	1.1	-3.9	1.0	-3.1	3.1	-2.4	-7.3	O=C(CN1C(=O)NC(Cc2c[nH]c3ccccc23)C1=O)NCCc1ccccc1 (configuration not stated)
-0.4	-6.1	-1.2	-1.6	-7.5	9.0	5.4	-5.4	-0.7	-3.0	Cc1cc(C(=O)Nc2c(F)c(F)c(F)c(F)c2F)n(-c2ccccc2)n1
1.1	-7.8	4.4	-8.0	-6.0	-2.7	26.2	-26.2	-1.4	-4.1	O=c1cc(-c2ccccc2)nc2cc(-c3ccco3)[nH]n12
-1.8	-12.2	0.0	1.2	-31.3	-0.5	13.9	-13.9	.	26.0	O=C(NC1CCCC1)C(c1ccncc1)N(Cc1ccccc1)C(=O)Cc1cccs1 (configuration not stated)
-1.5	-0.7	1.0	4.0	0.8	-1.7	-0.1	0.1	-4.0	14.6	COc1cc(NC(=S)N2CCC(C(N)=O)CC2)c(OC)cc1Cl
-1.1	0.1	-0.2	-5.0	0.0	-10.4	19.3	-19.3	-2.6	-25.1	CCOCc1cnc(C)nc1NCC(=O)c1c(C)[nH]c2ccc(OC)cc12
-1.5	5.3	1.7	-2.8	-12.0	-2.2	9.6	-9.6	0.2	5.0	CC1=C(C(=O)OCC2CCCO2)C(c2ccccc2)C2=C(CC(C)(C)CC2=O)N1 (configuration not stated)
-0.8	1.3	-0.9	-1.7	-13.1	-13.1	.	.	-0.6	-11.3	Cc1cc(S(=O)(=O)N2c3ccc(F)cc3CCC2C)ccc1-n1cnnn1 (configuration not stated)
-3.9	13.2	0.1	7.7	-9.9	-6.8	8.1	-8.1	-0.5	27.0	CC1CCC(N2CCN(S(=O)(=O)Cc3ccccc3)CC2)CC1 (configuration not stated)
-0.3	-10.8	-0.9	-0.1	2.4	-18.9	-2.0	2.0	20.9	-12.7	CC(=O)N1CC(C)Sc2ccc(S(=O)(=O)NCc3ccc(Cl)cc3)cc21 (configuration not stated)
-1.9	-2.2	-1.4	-2.7	-3.1	-8.9	-7.2	7.2	-1.7	21.6	Cc1cccn2c(CN3CCCN(C=O)CC3)c(C(=O)N(C)CCc3ccccc3)nc12
-1.5	-7.4	-0.1	-0.2	-2.2	-6.3	-7.3	7.3	0.8	-6.2	Cc1cc(NC(=O)CCC(=O)N(CC(=O)NC2CCCC2)Cc2ccc(F)cc2)no1
-0.6	2.2	-1.5	-6.4	-5.7	-14.3	-9.7	9.7	0.0	-12.5	COc1ccc(C(=O)Cn2cnc3ccc(Cl)cc3c2=O)cc1F
-1.7	4.2	0.6	-4.0	6.4	1.5	-11.8	11.8	4.9	54.9*	Clc1cccc(C2Nc3cccc4cccc(c34)N2)c1
-1.7	-0.9	-1.5	2.3	-0.7	1.1	20.3	-20.3	1.9	38.1	O=C1N=C(N2CCOCC2)S/C1=C/c1cc2c(cc1[N+](=O)[O-])OCO2

An excerpt from above in order of the Cardiac RTF inh value, descending.
DAGLB inh	PKA-R2B activ	LANA DNA inh	Keap1 Nrf2 FP	Cardiac RTF inh	PvdQ inh	SR-BI DiI-HDL act	SR-BI HDL uptake	NSD2 HMT inh	Arr AP2 block	SMILES
-7.9	-13.6	-0.3	0.0	1.6	3.9	14.1	-14.1	6.6	14.1	Oc1c(Br)cccc1/C=N/Nc1c(F)c(F)c(F)c(F)c1F
-6.8	-2.2	-0.5	1.1	-2.6	-6.6	13.5	-13.5	-2.6	1.0	CCOc1ccccc1NC(=O)COC(=O)C(CC(C)C)N1C(=O)C2CC=CCC2C1=O (configuration not stated)
-0.8	1.3	-0.9	-1.7	-13.1	-13.1	.	.	-0.6	-11.3	Cc1cc(S(=O)(=O)N2c3ccc(F)cc3CCC2C)ccc1-n1cnnn1 (configuration not stated)

Assay outcomes as filed in PubChem BioAssay.
